High-throughput results (PubChem BioAssay)
KLF5 inh: kruppel-like factor 5 inhibition | DLD-1 KLF5 promoter-luciferase reporter, luminescence | inhibition, % at 5 µM | 290,000 compounds, 0.23% hits;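 active means inhibition above a per-plate limit of that plate's mean compound inhibition plus 3 SD, cut at about 60% in these data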;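 further: 0% = DMSO wells and 100% = LY294002 at 200 µM; higher means less KLF5 promoter-driven luciferase light; inactives centre near -14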
HSF1 inh: HSF1 inhibition. AID 2098. 300,000 compounds, 0.77% hits. NIH3T3-HGL HSE-luciferase, MG132-induced, luminescence 8 h; active compounds read low. activity change, negative = inhibition, % at 7.5 µM (by protocol);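 active means more than half of replicate wells show activity change below -50%, luminescence cut by over half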;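 further: luciferase reports HSF-1 transcriptional activity via heat shock element; 0% = median of DMSO wells and -100% = zero luminescence signal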
HSF1 activator: increases HSF-1 driven luciferase reporter signal; activation, % at 9 µM; NIH3T3-HGL HSF-1 luciferase reporter, MG132, 8 h; 100% = twice DMSO control signal; 300,000 compounds, 1.7% hits;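 active means mean replicate activation of at least 50% with a set share of replicates each reaching 50%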;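 further: 0% = median of the neutral control wells and 100% = twice that signal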
HDAC3 inhib: inhibitors of human histone deacetylase 3; O15379; recombinant HDAC3, fluorogenic peptide/trypsin coupled, fluorescence; inhibition, % at 8.3 µM; 320,000 compounds, 0.15% hits; AID 2718; in the data active means inhibition above about 26%, passing the limit was not always enough
Target sequence (O15379 whole entry, looked up): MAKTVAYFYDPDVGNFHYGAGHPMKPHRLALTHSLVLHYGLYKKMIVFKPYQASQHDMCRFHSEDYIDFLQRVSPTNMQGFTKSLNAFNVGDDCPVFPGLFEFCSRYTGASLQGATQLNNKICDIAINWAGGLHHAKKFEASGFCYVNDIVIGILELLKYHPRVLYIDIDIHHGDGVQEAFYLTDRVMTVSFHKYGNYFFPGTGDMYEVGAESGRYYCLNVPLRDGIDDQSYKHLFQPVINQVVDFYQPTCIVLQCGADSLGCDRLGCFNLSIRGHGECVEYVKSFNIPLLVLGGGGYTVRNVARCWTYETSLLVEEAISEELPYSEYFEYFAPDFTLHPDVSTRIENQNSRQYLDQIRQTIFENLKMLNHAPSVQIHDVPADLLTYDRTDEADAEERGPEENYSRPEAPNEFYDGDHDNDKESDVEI
HIF act: HIF pathway transcriptional activation | 300,000 compounds, 0.32% hits | U2OS HRE-luciferase reporter, luminescence; normalized: DMSO 0%, desferrioxamine 100% | activation, % at 7.5 µM (by protocol) | AID 1910;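 active means mean activation of at least 10% of the iron chelator positive control signal, with at least half of replicates also reaching 10%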
Platelet DG rel: platelet dense granule release activity; human platelet-rich plasma, SFLLRN dense granule ATP release, luminescence; inhibition, %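 (compounds screened at 7.5 µM in platelet-rich plasma)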; 300,000 compounds, 0.22% hits;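 active means mean replicate score, as percent of positive control, at or above 50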
IEC-6 tox: kills IEC-6 intestinal cells in KLF5 counter-screen; AID 1825; inhibition, % at 5 µM; 290,000 compounds, 0.78% hits; IEC-6 cytotoxicity, luminescence viability; in the data active means inhibition above about 22%;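 further: 0% = plate median of test compound wells and 100% = cytotoxic reference compound wells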
aSyn 5UTR inh: 5' untranslated region of α-synuclein, MLPCN primary screen. inhibition, % (tested at 7.5 µM). alpha-synuclein 5'UTR reporter, inhibitor activity. 300,000 compounds, 0.82% hits; in the data active means inhibition above about 60%;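 further: H4 neuroglioblastoma cells stably carrying SNCA 5'UTR luciferase fusion; 0% = DMSO wells and 100% = positive control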
HSP90 inh: inhibitors of HSP90 luciferase refolding in rabbit reticulocyte lysate. luciferase refolding luminescence, 3 h. inhibition, % at 5.6 µM. 290,000 compounds, 0.91% hits;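 active means inhibition above the screen-wide mean plus 3 SD, computed separately per campaign, cut at about 16% in these data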;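 further: 0% = DMSO wells and 100% = 60 µM geldanamycin wells; inhibitors lower the luminescence because luciferase stays unfolded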
AI-2 QS modul: modulators of Vibrio harveyi AI-2 quorum sensing system. Vibrio harveyi JMH597 AI-2 luminescence/OD600 ratio, 9 h; active compounds read low; strain lacks LuxN and CqsS sensors; 0 = neutral-control median. 300,000 compounds, 0.4% hits. activity change, % at 7.5 µM; in the data active means activity change below about -75%, passing the limit was not always enough;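 further: luminescence divided by OD600 gain over 9 h not by final OD600 alone; inactives centre near 13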
An asterisk follows results filed as active; · = not tested or not shown.

compound	IEC-6 tox	HSF1 activator	HSF1 inh	KLF5 inh	AI-2 QS modul	HIF act	HDAC3 inhib	Platelet DG rel	HSP90 inh	aSyn 5UTR inh
COc1ccc(NC2CCCN(C(=O)CCc3cccc(Cl)c3)C2)cc1 (stereo not drawn)	1	23	7	-14	3	-0.7	4	-7	-4	-12
COc1ccc(N(CC(=O)Nc2c(C)cccc2C)S(=O)(=O)c2ccccc2[N+](=O)[O-])c(OC)c1	-1	20	-1	8	24	-0.3	-1	1	0	16
CC(NC(=O)Cn1cc(C(F)(F)F)cc(Cl)c1=O)c1ccccc1 (stereo not drawn)	4	2	-2	-16	16	-0.2	2	11	3	1
CC(=O)N1CCCc2cc(S(=O)(=O)N(C)CCC#N)ccc21	-1	5	-3	1	18	-27	-17	-7	1	-14
CNS(=O)(=O)c1ccc(Cl)nc1	-5	-1	-1	-6	-3	-1.0	-2	-5	-3	18
CCNC(=O)COC(=O)c1ccc(S(=O)(=O)N2CCCCCC2)cc1	4	40	8	3	17	-0.2	1	0	2	11
COc1cc([N+](=O)[O-])cc(/C=N/NC(=O)Cn2cncn2)c1O	-4	-9	-10	-21	30	-0.3	10	12	2	5
C=CCN1C(=O)CSC1=Nc1ccc(C(=O)O)cc1	-6	5	0	-31	24	-3.9	-10	-6	-1	0
O=C(CCCN1C(=O)/C(=C/c2ccccc2)SC1=S)Nc1ccc(O)cc1	-2	3	0	15	24	-0.6	1	-10	-1	-32
Cc1ccc(C(C(=O)NC(C)(C)C)N(CC2CCCO2)C(=O)Cn2nnc(-c3ccc(C)o3)n2)cc1 (stereo not drawn)	-1	36	3	3	17	-0.2	-4	-19	0	-3
CCOc1ccc(CC(=O)NNC(=S)NC)cc1Br	-2	15	-3	-18	6	-0.6	3	5	0	29
CN(CC(=O)Nc1ccccc1Br)C(=O)c1ccc(COc2ccccc2)cc1	-1	-1	0	4	21	1.7	-6	4	0	-7
CCOc1ccc(C2/C(=C(\O)c3ccc4c(c3)OCCO4)C(=O)C(=O)N2CCN2CCOCC2)cc1OCC (stereo not drawn)	-4	3	1	-39	4	0.4	0	2	2	-22
COc1ccc(N(C(C)C(=O)N/N=C/c2ccc(OC)c(OC)c2)S(C)(=O)=O)cc1 (stereo not drawn)	-7	9	-5	-1	11	-0.2	5	19	-4	21
CCCCOc1ccc(C(=O)NCC(=O)NCC(c2ccco2)N2CCCCC2)cc1 (stereo not drawn)	·	-15	-1	·	20	0.2	3	8	·	-12
CC1(C)CC2CC(C)(CN2C(=O)C23CCC(C)(C(=O)O2)C3(C)C)C1 (stereo not drawn)	2	-4	-2	-15	5	-0.3	-3	8	-6	-4
CC(=O)Nc1ccc(S(=O)(=O)N(C)CC(=O)OCC(=O)N2CC(C)OC(C)C2)cc1 (stereo not drawn)	·	-6	-6	·	5	-0.1	-7	-11	·	14
COc1ccc(CNC(=O)[C@@H](NC(=O)C2CCN(S(=O)(=O)c3ccc(C)cc3)CC2)C(C)C)cc1OC	-1	16	-1	-1	15	-0.4	2	-3	-3	1
CSc1ccc(Cl)c(C(=O)OCC(=O)N(C)CCC#N)c1	0	59*	19	5	12	-1.4	0	-3	7	-18
COc1cc(C(=O)N2CCN(C/C=C/c3ccccc3)CC2)cc(OC)c1C	3	1	-2	-18	20	-0.3	-3	1	4	36
CC(=O)Nc1sc2c(c1C#N)CCC(C)C2 (stereo not drawn)	7	-2	-4	-8	12	-0.4	12	-4	-3	1
OCCNc1nc2ccccc2[nH]1	-6	9	0	-11	13	-0.3	1	0	-2	10
CC(NC(=O)c1cccc(S(=O)(=O)N2CCN(C)CC2)c1)c1ccc(Cl)cc1Cl (stereo not drawn)	·	28	10	·	6	0.0	-5	3	·	3
N/C(=N\C(=S)Nc1ccccc1)c1ccccc1	9	43	23	-185	18	1.8	2	-7	5	-170

2 compounds from above, limited to Platelet DG rel and HSF1 inh:
compound | Platelet DG rel | HSF1 inh
COc1cc(C(=O)N2CCN(C/C=C/c3ccccc3)CC2)cc(OC)c1C | 1 | -2
OCCNc1nc2ccccc2[nH]1 | 0 | 0

Next part.
compound	IEC-6 tox	HSF1 activator	HSF1 inh	KLF5 inh	AI-2 QS modul	HIF act	HDAC3 inhib	Platelet DG rel	HSP90 inh	aSyn 5UTR inh
Cc1cc(NC(=O)C(C)SCC(=O)Nc2cc(C(F)(F)F)ccc2N2CCOCC2)no1 (stereo not drawn)	·	-14	6	·	23	1.3	-1	3	·	-1
Cc1ccc(C)c(OCCC(=O)NCCc2ccc(Cl)cc2)c1	2	14	13	-17	21	-0.3	7	1	-1	11
COc1ccc(/C=N/N2CCN(C)CC2)cc1O	2	19	0	-27	9	-0.1	-4	-15	0	-19
CCN(C(=O)Cn1cc(C(C)=O)c2ccccc21)c1ccccc1	-4	19	19	-3	5	-0.2	-1	7	-5	2
CC1(C)Cc2ccccc2C(COc2ccccc2)=N1	0	-14	-10	-41	31	-43	1	-1	2	-3
O=C(CNC(=O)c1ccc(Br)cc1)NCCc1nc2ccccc2[nH]1	-1	-6	3	11	21	0.2	·	2	1	7
COc1ccc(-c2csc3nc(C)nc(N4CCCCC4)c23)cc1OC	6	30	9	-3	12	0.3	4	5	-1	-9
Cc1[nH]c(C)c(S(=O)(=O)NCc2ccc(Cl)cc2)c1C(=O)N1CCCC1	-9	5	2	-7	14	-0.1	-1	9	-3	11
O=C(CCS(=O)(=O)c1cccc2nonc12)N1CCCc2ccccc21	-2	5	0	-15	15	1.0	-3	2	7	-15
CCOC(=O)c1c(C)nc2sccn12	-8	20	1	-16	14	-0.3	-4	6	1	21
C/C(CC(=O)Nc1cccc(C(F)(F)F)c1)=N\NC(=O)C(=O)NCC(C)C	-1	21	12	-52	10	-0.5	12	-1	-5	15
COc1ccc(OC)c(C(=O)Cn2cnc3ccccc3c2=O)c1	0	-8	2	21	39	-1.2	-1	2	-6	-3
OCC1(CO)COC(c2ccccc2)=N1	-2	-1	1	-19	14	0.2	3	3	1	-1
C[C@@H](C(=O)N1CCN(C(=O)OC(C)(C)C)CC1)n1cc(-c2cn([C@@H](C)C(=O)N3CCN(C(=O)OC(C)(C)C)CC3)nn2)nn1	·	-12	6	·	31	0.1	·	0	·	-13
CCCC1=C(C(=O)OCC)C(c2ccncc2)n2ncnc2N1 (stereo not drawn)	-2	-6	-2	-2	23	-0.1	6	6	-2	-4
O=C(NCc1ccc(F)cc1)c1noc2c1CCCC2	1	1	2	-36	-30	1.6	-3	-3	0	-23
CCN(CC)C(=O)CSc1nnc(-c2ccco2)n1Cc1ccco1	-3	-5	4	-18	11	-0.2	-3	-4	-1	8
Cc1cccc2nc(CNc3ccc(F)cc3)cn12	-2	14	19	-80	-30	2.3	2	-20	-2	-65
CC(C)CN(CC(C)C)c1nc(N)c(C#N)c(CC#N)c1C#N	7	132*	112	-43	26	-0.2	9	1	5	34
CNC(=O)CSc1nnc(-c2ccco2)n1-c1ccccc1OC	9	-3	4	-17	7	-0.1	-4	-1	3	13
CCOc1ccc(-c2nc(C#N)c(N3CCN(Cc4ccccc4)CC3)o2)cc1	-6	-2	2	2	17	0.0	-1	-13	1	0
O=C(O)c1cccc(NS(=O)(=O)c2ccc(Cl)c(C(=O)Nc3cccc([N+](=O)[O-])c3)c2)c1	·	-3	-2	·	6	0.1	6	-3	·	-9
CCOc1cc(C(=O)Nc2nnc(C)s2)cc(OCC)c1OCC	-11	-19	2	-21	17	0.1	·	3	-1	2
CCOC(=O)N1CCC(NC(=O)CN2C(=O)CCSc3ccccc32)CC1	7	-2	1	-3	20	·	-2	-4	-4	6

Single values from the entries so far.
CC(=O)Nc1sc2c(c1C#N)CCC(C)C2 (stereo not drawn) | HSF1 inh: -4
CCN(C(=O)Cn1cc(C(C)=O)c2ccccc21)c1ccccc1 | HSF1 inh: 19

Next section:
compound	IEC-6 tox	HSF1 activator	HSF1 inh	KLF5 inh	AI-2 QS modul	HIF act	HDAC3 inhib	Platelet DG rel	HSP90 inh	aSyn 5UTR inh
CCOC(=O)C1CCN(C(=O)CNC(=O)c2nn(-c3ccc(OC)cc3)c(=O)c3ccccc23)CC1	0	21	9	-41	29	0.5	2	0	3	-18
CCn1ncc(C(=O)Nc2ccc(S(=O)(=O)N3CCCC3)cc2)c1C	-4	-14	-5	-32	13	0.0	0	12	-2	31
CC(C)NC(=O)c1cc2c(C(F)(F)F)nn(C)c2s1	-3	-3	-9	-8	21	-0.3	5	-4	3	4
C/C(=N\NC(=S)NCc1ccccc1)c1ccc(Cl)cc1	-1	5	-6	-2	7	1.1	8	-1	2	2
Cn1nnnc1SCC(=O)c1c(N)n(C)c(=O)n(C)c1=O	-2	-22	-7	-11	21	-0.5	9	6	3	-9
COc1cc(-c2ccc(NC(=O)CN3CCC(C)CC3)c(OC)c2)ccc1NC(=O)CN1CCC(C)CC1	-8	6	4	-8	14	-1.1	·	9	-2	-2
C=CCSc1nn2c(=O)c3ccccc3nc2s1	-5	6	14	-108	6	3.1	-19	-6	-3	-119
COc1cc(/C=C2/C(=O)N(c3ccc(C(=O)O)cc3)N=C2C)cc(OC)c1O	-8	-4	-3	-24	16	-0.6	7	7	4	1
CCOC(=O)Cn1nnc(-c2cccc(OC)c2)n1	2	67*	24	-4	9	0.2	-2	-3	2	8
NC(=S)NNc1c(F)c(F)c(F)c(F)c1F	49*	4	12	23	24	1.2	2	0	1	20
